Cneo AK release = Cryptococcus neoformans lysis via adenylate kinase release | C. neoformans lysis, adenylate kinase release luminescence, 4 h; normalised: neutral wells 0, clomiphene wells 100 | lysis activity, % at 15 µM | 0.2% of 360,000 active;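 active means mean lysis activity across replicates of at least 80%, whatever share of replicates individually reach that level; inactive means mean lysis activity below 80%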
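Test system: log-phase Cryptococcus neoformans yeast cells. Input: 5 × 10^6 yeast cells/mL. Medium: fresh YPD growth medium. Doses: single dose. Incubation: static 4 h at 37 °C with compound, 1 h detection. Measured by: luminescent adenylate kinase detection reagent. Read-out: signal increase indicating cell lysis. Benchmarks: Clomiphene.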
LGR2 inh = blocks bursicon-induced cAMP signaling via Drosophila LGR2; HEK293 LGR2, CRE-luciferase, bursicon-stimulated, 4 h; 0.35% of 380,000 active; inhibition, % at 9.99 µM; AID 720647;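 active means drop in luminescence signal, shown as inhibition above about 50% in the replicate tests, limit read from the data, passing the limit was not always enough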;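 further: agonist challenge used bursicon conditioned medium at about half maximal strength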
S100A4 inh HTS = blocks human S100A4 binding to myosin IIA peptide. P26447. S100A4/TAMRA-MyoIIA peptide fluorescence polarization. inhibition, % at 10.7 µM. 0.14% of 360,000 active;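 active means mean inhibition of at least 70% across replicates, with every replicate also reaching that level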
Target sequence (P26447 whole entry, looked up): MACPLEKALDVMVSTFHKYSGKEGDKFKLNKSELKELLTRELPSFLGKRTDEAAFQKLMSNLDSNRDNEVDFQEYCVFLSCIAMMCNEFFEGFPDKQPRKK
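incubation = readout 5 min after mixing, signal stable up to 60 min | system = S100A4 monomer protein | buffer or medium = HEPES pH 7.2 with CaCl2, KCl, NaCl, DTT, Triton | benchmarks = neutral control DMSO, positive control TFP | also added = fluorescent myosin IIA peptide, 5 nM | compound dosing = one concentration per compound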
PGC1a acetyl inh = modulators of PGC1a acetylation; U2OS PGC1a acetylation, AlphaScreen anti-acetyl-lysine; with virally co-expressed GCN5 acetyltransferase; inhibition, % at 15.6 µM; 0.17% of 350,000 active; AID 651687;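 active means every replicate shows inhibition of at least 40%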;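 further: 0% = neutral control wells and 100% = positive control wells; some results beyond the cut were filed as inactive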
ERAP1 HTS inh = inhibitors of human ERAP1 aminopeptidase. recombinant ERAP1, Leu-AMC fluorescence, 60 min. inhibition, % at 10.7 µM. 0.15% of 340,000 active. AID 652197;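 active means mean replicate inhibition of at least 30%, or all replicates individually reaching that 30% level; inactive means mean below 30% and not every replicate reaching it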;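 further: 0% = neutral control wells and 100% = L-leucinethiol positive control wells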
SIRT5 inh = sirtuin-5 (human) deacylase inhibition; inhibition, % at 15 µM; Purified SirT5, succinyl-peptide AMC, trypsin-coupled fluorescence; 1.1% of 330,000 active; in the data active means inhibition above about 15%
Target sequence (Q9NXA8 whole entry, looked up): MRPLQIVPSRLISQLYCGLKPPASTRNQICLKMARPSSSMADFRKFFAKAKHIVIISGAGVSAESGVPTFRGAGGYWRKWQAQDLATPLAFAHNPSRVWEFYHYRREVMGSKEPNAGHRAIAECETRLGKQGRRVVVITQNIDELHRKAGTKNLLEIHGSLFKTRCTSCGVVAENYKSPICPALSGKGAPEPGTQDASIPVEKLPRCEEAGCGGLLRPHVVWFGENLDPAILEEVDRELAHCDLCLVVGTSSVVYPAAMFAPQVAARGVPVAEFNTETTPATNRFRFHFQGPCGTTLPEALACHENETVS
XiGFP reactiv = reactivates the inactive X chromosome in mouse fibroblasts; 0.055% of 360,000 active; activation, % at 7.58 µM; XiGFP mouse fibroblasts, % GFP-positive cells imaging, 3 d; cells co-treated with 5-aza-dC sensitizer; scaled so ellipticine positive control = 100%;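 active means mean normalized replicate activation at least 10% and every replicate at or above 10%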;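 further: 0% = median of on-plate neutral control wells and 100% = ellipticine 6 µM median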
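System: SV40-immortalized XiGFP fibroblast cells, line 68-5-11 / Incubation: 3-day compound exposure, then 15 min fixation at room temperature / Compound: single concentration per compound, delivered by pin transfer / Buffer or medium: DMEM plus 5-aza-dC sensitizer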
C2C12 statin = suppressors of simvastatin-induced myotoxicity in C2C12 myotubes; 0.78% of 330,000 active; ATP luminescence, 48 h; scaled: DMSO 0, geranylgeraniol control 100; rescue of ATP level, % at 7.49 µM; AID 602340;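 active means mean ATP rescue above about 67%, or every replicate alone reaching that limit, limit read from the data, passing the limit was not always enough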;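 further: myotubes were challenged with 10 µM simvastatin during compound exposure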
Numbers without * were called inactive; nt = not tested or not shown. An excerpt, so the mix of outcomes need not match the whole.

SMILES	Cneo AK release	LGR2 inh	S100A4 inh HTS	PGC1a acetyl inh	ERAP1 HTS inh	SIRT5 inh	XiGFP reactiv	C2C12 statin
O=c1cc(-c2c(O)c3ccccc3n(Cc3ccccc3)c2=O)[nH][nH]1	nt	-11	7	12	1	0	0.1	11
CC(=O)c1cccc(NC(=O)N2CCC(NC(=O)C34CC5CC(CC(C5)C3)C4)CC2)c1	1	13	-2	4	-3	-1	0.1	1
COc1cccc(C(=O)NCC(=O)N/N=C/c2cccs2)c1	nt	nt	-1	nt	0	3	-0.1	nt
Cc1ccc(C(=O)N[C@H](C(=O)OCC(=O)Nc2cccc(S(N)(=O)=O)c2)C(C)C)cc1	-5	2	0	6	nt	-4	-0.2	21
O=C1S/C(=C\c2ccc(N3CCOCC3)o2)C(=O)N1c1ccccc1	nt	-25	-14	10	-1	-4	0.0	5
CC(C)OC(=O)c1cc(-c2ccc(C=O)o2)ccc1Cl	nt	22	-2	nt	-3	0	0.0	nt
Cc1cccc(C(=O)NC2CCCCCCC2)c1	3	-88	-4	-1	0	-2	0.1	4
COc1ccc(-n2c(=S)[nH]c3sc(-c4ccccc4)cc3c2=O)c(OC)c1	-2	5	2	-7	0	-3	0.3	nt
Cn1c2ccc(Br)cc2c2nnc(SCC(=O)O)nc21	3	-6	2	-16	-3	4	0.0	2
CN1CCCCN2[C@H](CO)[C@@H](c3ccc(C#CC4(O)CCCC4)cc3)[C@H]2C1	0	-11	-10	1	3	-2	0.1	6
CCC(=O)Nc1ccc2c(c1)C(=O)N(C)[C@@H]1CC[C@@H](CC(=O)NCCc3ccncc3)O[C@H]1CO2	7	-6	9	6	-2	11	0.1	-5
O=C1CC(NCc2ccc(F)cc2)C(=O)N1c1ccccc1 (stereo unspecified)	0	4	-3	11	4	5	0.0	-3
CC(=O)N(C)C[C@H]1Oc2ncc(-c3ccc(C(=O)N(C)C)cc3)cc2C(=O)N([C@H](C)CO)C[C@H]1C	3	-16	-3	0	2	-1	-0.1	3
O=C(OC1CC2CC1[C@H]1CCCCN1C2=O)N1CCC(c2ccccc2)CC1 (stereo partly specified)	nt	0	3	nt	0	5	-0.1	nt
Fc1ccc(-c2nnc(Cc3ccc(Cl)cc3)o2)cc1	-1	-45	1	-6	0	-6	0.3	13
C[C@H](CO)N1C[C@H](C)[C@@H](CN(C)Cc2ccncc2)Oc2ccc(NC(=O)Nc3cccc4ccccc34)cc2C1=O	60	0	-1	4	-2	2	-0.1	23
Cn1c(SCc2ccccn2)nc2c1c(=O)[nH]c(=O)n2C	0	-8	-13	1	0	0	0.0	0
Cc1ccc(/C=C2/Sc3ccccc3N(CC(=O)NCCCOC(C)C)C2=O)cc1	-5	-7	nt	11	nt	nt	nt	-6
CC(=O)N1[C@H](CO)[C@@H](c2ccc(-c3ccccc3)cc2)[C@H]1CNC(=O)C1CC1	73	14	nt	15	nt	nt	0.4	19
COc1ccc(Nc2cc(C)nc3c(C)cccc23)cc1OC	2	nt	-8	-13	2	9	0.3	1
CC(C)NC(=O)N(C)C[C@H]1Oc2c(NS(=O)(=O)c3ccc(Cl)cc3)cccc2C(=O)N([C@@H](C)CO)C[C@H]1C	0	29	-29	13	-4	-3	-0.9	-9
COc1ccc(CNC(=O)N(C)C[C@H]2OCc3ccccc3-c3ccccc3C(=O)N([C@@H](C)CO)C[C@H]2C)cc1	0	10	3	8	0	-3	-0.2	-8
CCn1c(NC(=O)C(C)C)c(-c2cccs2)c(=O)c2ccccc21	nt	0	6	nt	0	0	0.2	nt
O=C(NCc1ccccc1)[C@@]1(CCS(=O)(=O)c2ccccc2)COC(c2ccc(OCCCO)cc2)=N1	-4	nt	-10	2	2	-3	nt	nt
CCOC(=O)C1CCN(C(=O)COC(=O)COc2ccc(Cl)cc2)CC1	-1	nt	1	nt	3	-3	-0.1	-2
Cc1ccc(C)c(-n2cc(CNCCc3cnccn3)c(-c3ccccc3)n2)c1	nt	4	-17	nt	nt	-4	-0.1	-7
COc1ccc(C(C)=O)cc1Cn1nnc(-c2ccccc2Br)n1	2	16	-4	nt	1	11	-0.1	-4
Cc1cc2nc(-c3cccc(NC(=O)c4ccc(Br)o4)c3)oc2cc1C	-2	-58	0	nt	4	-3	nt	-2
COc1ccc(-n2c(=S)[nH]c3[nH]ncc3c2=O)cc1	0	20	3	19	1	-1	-0.1	13
CCN(CC(=O)Nc1c(F)cccc1F)C(=O)Cc1csc(-c2ccc(OC)c(OC)c2)n1	6	-4	-1	nt	-1	-9	0.0	9
CNC[C@@H]1Oc2ccc(NC(=O)Cn3cnnn3)cc2CC(=O)N([C@H](C)CO)C[C@H]1C	-2	-1	-11	2	7	-1	0.1	0
C[C@H]1CN([C@@H](C)CO)C(=O)Cc2cc(NC(=O)c3ccncc3)ccc2O[C@@H]1CN(C)S(=O)(=O)c1ccccc1	-49	-18	1	5	6	nt	0.0	-2
Cc1cccc2cc(C(c3nnnn3Cc3ccc4c(c3)OCO4)N3CCCC3)c(=O)[nH]c12 (stereo unspecified)	-2	17	nt	-3	nt	nt	nt	-12
O=C(NC1CCC1)[C@@H]1[C@@H](CO)[C@@H]2Cn3c(ccc(C4=CCCC4)c3=O)[C@@H]2N1C(=O)C1CCCC1	-1	6	2	nt	-9	-7	0.0	-24
C[C@H](NC(=O)OC(C)(C)C)C(=O)NCC1CCC(C(=O)O)CC1 (stereo partly specified)	-12	nt	-19	1	nt	nt	nt	10
O=C(CCCc1ccccc1)c1ccccc1	1	-48	-19	nt	0	6	nt	-19
CCOc1ccccc1Nc1nnc(SCC(=O)Nc2ccc3[nH]c(=O)[nH]c3c2)s1	-1	-11	-6	5	nt	9	0.3	17
Cc1ccccc1S(=O)(=O)N1C[C@H](O)COC[C@H]2O[C@H](CC(=O)N3CCOCC3)CC[C@@H]21	2	-15	14	6	0	-2	0.1	7
CN(CC(=O)Nc1cccc(S(=O)(=O)NC2=NCCCCC2)c1)Cc1ccc(C(C)(C)C)cc1	nt	24	10	nt	-4	-3	0.0	nt
COc1ccc(C2CC(=O)c3cc(OC)ccc3O2)cc1 (stereo unspecified)	1	-41	1	0	-3	1	-0.1	0
CN(Cc1cc(=O)[nH]c2ccccc12)C(=O)c1ccccc1	nt	-46	-2	-5	5	2	nt	-15
O=C(CCCCCN1C(=O)[C@@H]2Cc3ccccc3CN2C1=O)Nc1ccccc1F	-4	-5	-1	-13	4	-5	0.4	-1
Cn1cnc(S(=O)(=O)N2CCCCN3[C@@H](CO)[C@H](c4ccc(C#CC5CC5)cc4)[C@@H]3C2)c1	1	nt	1	3	5	1	nt	nt
CO[C@@H]1CN(C)C(=O)c2cc(NC(C)=O)ccc2OC[C@H](C)N(C(=O)C2CCC2)C[C@H]1C	nt	9	1	6	1	0	0.5	nt
COC(=O)C[C@H]1CC[C@@H]2[C@@H](COc3ccc(NS(=O)(=O)c4ccc(C)cc4)cc3C(=O)N2C)O1	-1	-10	9	-5	-1	1	0.0	15
O=C(CNC(=S)N(Cc1ccccc1F)C1CCCCC1)NCCCN1CCOCC1	nt	-7	0	-1	3	-1	0.3	nt
CCn1c2c(c3cc(Cl)ccc31)CCCC2=O	1	13	14	-19	3	-1	0.0	-11
CC1=CC(C)(C)[N+](C)(C)c2ccccc21	nt	2	13	8	5	nt	0.2	nt
CC1(C)CC(=O)C=C(c2cccs2)C1	-3	-14	8	7	nt	nt	0.1	4
CCOC(=O)c1n[nH]n(-c2cc(Cl)cc(Cl)c2)c1=O	0	16	1	-2	nt	1	0.1	-18
Following part:
SMILES	Cneo AK release	LGR2 inh	S100A4 inh HTS	PGC1a acetyl inh	ERAP1 HTS inh	SIRT5 inh	XiGFP reactiv	C2C12 statin
NC(CSC1(c2ccc(F)cc2)c2ccccc2-c2ccccc21)C(=O)O (stereo unspecified)	nt	3	-1	nt	-1	nt	0.4	nt
C[C@H](CO)N1C[C@H](C)[C@H](CN(C)C(=O)Nc2cccc3ccccc23)Oc2ccc(NC(=O)CCN3CCOCC3)cc2CC1=O	1	-18	-5	-1	-1	3	-0.9	12
CCn1cc(C(=O)N[C@H](C(=O)O)C(C)C)c(=O)c2cc3c(cc21)OCO3	2	20	3	3	12	-3	0.0	-7
S=C(Nc1cc(Cl)cc(Cl)c1)NC1CCN(Cc2ccccc2)CC1	-4	2	-3	5	1	0	0.2	nt
COc1cc(/C=N/n2c(C3CCCCC3)n[nH]c2=S)ccc1O	2	4	-3	4	1	0	0.0	3
Cc1ccc(C)c(-c2ccc(=O)n(Cc3cccc(Br)c3)n2)c1	6	6	0	-24	2	0	0.1	4
COCC(=O)Nc1ccc2c(c1)C(=O)N(C)C[C@@H](OC)[C@H](C)CN(Cc1cc(F)ccc1F)[C@H](C)CO2	53	4	13	13	0	-2	-0.6	13
Cc1ccc(C(=O)Nc2ccc3c(c2)OCCO3)c(Cl)c1	-6	82*	1	nt	0	-1	0.4	-3
CN(c1ccccc1)S(=O)(=O)c1cccc(C(=O)Nc2nccs2)c1	nt	7	2	nt	-2	-5	0.0	nt
Cc1c(Cl)cnc(NC(=O)COC(=O)c2cccc(S(=O)(=O)N3CCOCC3)c2)c1Cl	1	4	-18	5	-9	nt	0.2	11
Cc1ccc(S(=O)(=O)NN=C2CC3CCC2(C)C3(C)C)cc1 (stereo unspecified)	1	-4	-3	-35	-2	nt	0.2	-7
Cc1ccccc1Oc1nc2c(C)cccn2c(=O)c1/C=C(\C#N)C(=O)Nc1c(C)n(C)n(-c2ccccc2)c1=O	nt	4	3	nt	0	-7	0.0	nt
C[C@H](CO)N1C[C@H](C)[C@H](CN(C)C(=O)NC2CCCCC2)OCCCC[C@H](C)Oc2ccc(NS(=O)(=O)c3ccc(F)cc3)cc2C1=O	-1	1	-6	0	-2	9	0.0	nt
O=C(/C=C/c1ccccc1)NNC(=O)c1ccco1	3	-25	-1	nt	0	-3	0.3	6
O=S1(=O)CC(N2CCCC2)CN1Cc1ccc(F)cc1 (stereo unspecified)	0	10	-2	13	nt	-2	-0.1	0
Cc1ccc(S(=O)(=O)N(C)c2ccc(C(=O)Nc3ccccn3)cc2)cc1	nt	-25	1	-12	1	-11	0.0	32
O=C(COC(=O)c1ccc(S(=O)(=O)N2CCCC2)cc1)Nc1cccc(F)c1	-2	-19	1	3	-1	-2	0.1	7
Cn1cnc([N+](=O)[O-])c1Cl	-1	2	-9	0	2	-3	0.4	nt
Cc1ccc(NC(=O)CSCC(=O)N(C)CC(=O)Nc2cccc3ccccc23)cc1	0	-9	-2	-2	-11	-1	0.5	27
CN1CCN(c2ccc(NC(=O)CSc3nnnn3-c3ccccc3Cl)cc2)CC1	2	7	4	-11	2	0	0.0	-35
